Compound activity deposited in PubChem BioAssay by several laboratories.
TNAP act DEA: human TNAP enzyme activators, primary screen, biochemical, luminescent, intermediate phosphate acceptor level; 64,000 tested, under 10 active; Alkaline phosphatase, tissue-nonspecific isozyme (Homo sapiens), P05186; AID 813, 2007; activation factor at 20 µM; purified TNAP, CDP-star luminescence, 100 mM DEA, 30 min; hits give high values; scale: 0 levamisole-inhibited, 1 vehicle-only enzyme;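 active means activation factor of at least 2 at 20 µM, relative to controls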
Jurkat tox 60K: cytotoxicity toward Jurkat T cells, primary screen, cytotoxicity control, cell-based, Jurkat E6.1, 60K MLSMR library | Jurkat E6.1 viability, ATP luminescence, 48 h | inhibition, % at 4 µM | 56,000 compounds, 1.2% hits | AID 463, 2006;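 active means inhibition above the mean inhibition of all tested compounds plus 3 SD, cut at about 28% in these data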
MKP-1 inh: MKP-1 phosphatase inhibitors, primary screen, biochemical, in vitro; Dual specificity protein phosphatase 1 (Homo sapiens), P28562; recombinant MKP-1, OMFP hydrolysis fluorescence; inhibition, %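 (compounds tested at a single concentration somewhere between 10 and 100 µM)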; 65,000 compounds, 0.15% hits; AID 374, 2006;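 active means inhibition above about 50%, limit read from the data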;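 further: 0% = DMSO max control wells and 100% = wells with enzyme stopped by NaOH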
Target sequence (P28562 whole entry, looked up): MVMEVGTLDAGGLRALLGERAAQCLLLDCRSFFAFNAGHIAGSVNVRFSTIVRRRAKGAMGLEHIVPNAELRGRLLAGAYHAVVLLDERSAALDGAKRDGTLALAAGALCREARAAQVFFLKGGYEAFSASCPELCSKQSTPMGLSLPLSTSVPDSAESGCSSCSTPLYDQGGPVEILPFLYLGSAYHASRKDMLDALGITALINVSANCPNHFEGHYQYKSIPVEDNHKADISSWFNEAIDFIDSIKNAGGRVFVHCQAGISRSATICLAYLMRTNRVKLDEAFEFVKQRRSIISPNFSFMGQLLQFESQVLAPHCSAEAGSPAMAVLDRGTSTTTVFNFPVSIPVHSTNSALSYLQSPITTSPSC
HEK293 NFkB inh: inhibitors of PMA/ionomycin-induced NF-kB reporter, primary screen, antigen receptor NF-kB inhibitor project, cell-based, HEK-293 luciferase reporter, luminescence; HEK-293 NF-kB luciferase reporter; inhibition, % at 3 µM; 62,000 compounds, 0.21% hits;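 active means inhibition above the mean of all tested compounds plus 3 SD, cut at about 40% in these data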;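 further: 0% = stimulated DMSO wells and 100% = 10 µM reference inhibitor 5653914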
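System – HEK-293 cells with stable firefly luciferase reporter driven by four HIV NF-kB elements · Doses – one dose, 3 µM · Schedule – 1 h compound pre-incubation, 16 h PMA/ionomycin at 37 °C · Technique – luminescence from luciferase substrate reagent · Measure – percent inhibition normalized per plate to DMSO and reference-inhibitor controls · Replicates – tested once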
JNK3 inh: JNK3 kinase activity inhibitors, primary screen, biochemical, human, purified enzyme. inhibition, % at 8 µM. Mitogen-activated protein kinase 10 (Homo sapiens), P53779. HTS. AID 746, 2007. 60,000 compounds, 0.61% hits; in the data active means inhibition above about 17%;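 further: 0% = DMSO and 100% = reference inhibitor; many of its hits are not listed in these tables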
Target sequence (P53779 whole entry, looked up): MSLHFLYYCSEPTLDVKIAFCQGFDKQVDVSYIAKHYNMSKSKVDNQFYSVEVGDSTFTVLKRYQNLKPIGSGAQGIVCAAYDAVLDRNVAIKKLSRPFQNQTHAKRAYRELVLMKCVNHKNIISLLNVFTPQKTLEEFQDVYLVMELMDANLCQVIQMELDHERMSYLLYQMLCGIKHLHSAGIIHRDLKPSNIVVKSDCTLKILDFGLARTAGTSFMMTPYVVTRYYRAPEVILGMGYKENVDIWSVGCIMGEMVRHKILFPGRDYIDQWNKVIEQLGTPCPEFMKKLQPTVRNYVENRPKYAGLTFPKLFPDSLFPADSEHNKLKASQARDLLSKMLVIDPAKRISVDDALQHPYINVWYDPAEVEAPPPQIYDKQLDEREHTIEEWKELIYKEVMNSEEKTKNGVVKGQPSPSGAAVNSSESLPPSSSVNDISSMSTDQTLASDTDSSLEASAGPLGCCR
Cdc25B inh: inhibitors of Cdc25B phosphatase catalytic domain, primary screen, biochemical, OMFP fluorescence; recombinant Cdc25B, OMFP fluorescence Ex485/Em525; inhibition, %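 (compounds tested at 10 µM final in the well)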; 65,000 compounds, 0.1% hits; AID 368, 2006; in the data active means inhibition above about 50%
ROCK2 blocker: inhibitors of human ROCK2 kinase, primary screen, biochemical, high-throughput, luminescence. Rho-associated protein kinase 2 (Homo sapiens), O75116. inhibition, % at 6 µM. AID 604, 2007. 60,000 compounds, 0.35% hits. purified ROCK2, Kinase-Glo ATP depletion luminescence;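 active means inhibition above the screen-wide mean inhibition plus 3 SD, cut at about 18% in these data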;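 further: plate controls were DMSO wells for no effect and Y-27632 control wells after no-enzyme background subtraction for full effect; many of its hits are not listed in these tables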
MMP-13 inhibitor: human MMP13 inhibitors, primary screen, biochemical, FRET peptide cleavage. Collagenase 3 (Homo sapiens), P45452. inhibition, % at 4 µM. MMP-13 fTHP FRET cleavage, Mca fluorescence. AID 570, 2006. 65,000 compounds, 0.07% hits;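 active means inhibition above the mean of compound-free control plate wells plus 3 SD, cut at about 14% in these data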;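 further: 0% = DMSO wells and 100% = wells with reference MMP-13 inhibitor after basal subtraction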
PKA kinase inh: inhibitors of human PKA kinase activity, primary screen, biochemical, ATP-depletion luminescence, Kemptide substrate. PKA Kemptide phosphorylation, Kinase-Glo ATP luminescence. cAMP-dependent protein kinase catalytic subunit alpha (Homo sapiens), P17612. inhibition, % at 6 µM. 65,000 compounds, 0.1% hits;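 active means inhibition above the screen-wide mean inhibition plus 3 SD, cut at about 21% in these data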; further: many of its hits are not listed in these tables
Starred values were filed as active, the others as inactive; / = no result given; [ ] = dose if it differs, or a comment.

| Structure | TNAP act DEA | Jurkat tox 60K | MKP-1 inh | HEK293 NFkB inh | JNK3 inh | Cdc25B inh | ROCK2 blocker | MMP-13 inhibitor | PKA kinase inh |
| --- | --- | --- | --- | --- | --- | --- | --- | --- | --- |
| CC(=O)N1CCc2cc(S(=O)(=O)NCCC(=O)Nc3cccc(C)c3)ccc21 | 0.9 | -2 | -6 | 22 | 5 | -13 | 5 | -10 | 11 |
| Cc1cccn2c(=O)c3cc(C(=O)NCCN4CCOCC4)c(=N)n(CCc4ccccc4)c3nc12 | 0.8 | 2 | -9 | 20 | 3 | -18 | 7 | -216[fluorescence artefact?] | 7 |
| COC(=O)c1nc2cc(C)ccn2c1F | 1 | 0 | -6 | -5 | 1 | -15 | -1 | -10 | 5 |
| CCOc1ccccc1NC(=O)Cn1cnc2c(nnn2-c2cccc(OC)c2)c1=O | 1 | -4 | 15 | 18 | 4 | -2 | 0 | -4 | -2 |
| CC(C)N(CCCNC(=O)C1CCN(S(=O)(=O)N2CCOCC2)CC1)Cc1ccccc1 | 0.9 | -2 | 1 | -7 | -1 | -10 | 5 | 3 | 6 |
| CCN(CC)c1ncnc2sc(C(=O)N3CCN(c4ccc(OC)cc4)CC3)c(C)c12 | / | 0 | 16 | 1 | -1 | -16 | 7 | 7 | 7 |
| CN(C)c1nc(N2CCCCC2)nc(N2CCCCC2)n1 | 1 | 0 | 9 | 8 | 1 | -4 | 0 | 7 | -1 |
| CCN(CC)CCCN1C(=O)C(O)=C(C(=O)c2ccco2)C1c1ccc(C)o1 (configuration not stated) | 0.9 | / | 7 | 3 | / | -15 | / | -1 | 5 |
| O=c1oc2ccccc2n1CCCOc1ccccc1 | 0.9 | 2 | -10 | 0 | 1 | 2 | 2 | -5 | 1 |
| Cc1c(C(=O)N2CCOCC2)oc2ccc(S(=O)(=O)N3CCCC3)cc12 | 0.8 | / | 3 | 30 | / | -17 | / | -1 | 1 |
| COCCn1c(C)cc(C(=O)COC(=O)c2ccc(-n3nc(C)cc3C)cc2)c1C | 1 | 2 | 2 | 13 | 8 | -23 | 6 | -6 | 2 |
| CCC1CCCCN1CCNS(=O)(=O)c1ccc2c(c1)CCN2C(C)=O (configuration not stated) | 0.9 | / | -5 | 10 | / | -3 | / | -2 | 5 |
| Cc1ccc(C2c3c(oc4ccc(Cl)cc4c3=O)C(=O)N2CCCN2CCOCC2)o1 (configuration not stated) | 1 | 0 | 36 | 1 | -2 | -2 | 2 | -15 | 5 |
| COc1ccccc1N1CCN(S(=O)(=O)Cc2ccccc2Cl)CC1 | 1 | -3 | 2 | 6 | 5 | -20 | 10 | 1 | 5 |
| CCOc1ccc(C(=O)c2ccc(OCC)c(N)c2)cc1N | 0.9 | 12 | 6 | 6 | -7 | -6 | 4 | 0 | 6 |
| S=C(c1ccc(-c2cccc(Cl)c2)o1)N1CCOCC1 | 0.9 | 0 | 2 | -16 | -3 | 6 | 0 | 0 | -1 |
| COc1cc(CNC(=O)c2ccc(Cn3nc(C)c(Cl)c3C)o2)cc(OC)c1 | 1 | -1 | 3 | 19 | -2 | -10 | 5 | 5 | 8 |
| COc1cc(C)c(S(=O)(=O)NCc2cccs2)cc1C | 0.9 | 5 | 4 | -4 | -6 | -3 | -1 | 1 | -2 |
| CCN1CCc2c(C#N)c(N3CCCCC3)nc(NCc3ccccc3)c2C1 | 0.9 | / | -23 | / | -2 | -2 | -14 | -16 | 0 |
| CCCC(NS(=O)(=O)c1ccc(OC)cc1)C(=O)O (configuration not stated) | 0.8 | 1 | -2 | 11 | -1 | -3 | -1 | 3 | 2 |
| Cc1cc(C)cc(-n2nnc(C(=O)NCc3ccc(Cl)cc3)c2N)c1 | 0.9 | -14 | 3 | 18 | 5 | -14 | 6 | -1 | 8 |
| CCOC(=O)COc1ccc(N)cc1CC(NC(C)=O)(C(=O)OCC)C(=O)OCC | 1.1 | 2 | 11 | 10 | -2 | -7 | 3 | 3 | 8 |
| CC(C)Sc1nc2c(cnn2-c2ccc(F)cc2)c(=O)[nH]1 | 1 | 3 | 13 | 7 | -6 | 2 | -7 | 4 | -3 |
| Cn1cccc1C(=O)NC(=O)COC(=O)c1ccccc1Sc1ccccc1C#N | 1 | -1 | -26 | 22 | 2 | -19 | 2 | 4 | 7 |
| O=C1C(SC(F)(F)C(F)F)=C(C(F)(F)F)OC2C3C=CC(C3)C12 (configuration not stated) | 1 | -6 | 1 | 0 | 1 | 2 | 7 | 0 | 10 |

(list continues)
| SMILES | TNAP act DEA | Jurkat tox 60K | MKP-1 inh | HEK293 NFkB inh | JNK3 inh | Cdc25B inh | ROCK2 blocker | MMP-13 inhibitor | PKA kinase inh |
| --- | --- | --- | --- | --- | --- | --- | --- | --- | --- |
| CCc1ccc2[nH]c(=O)c(C(c3nnnn3CCOC)N3CCN(c4ccc(F)cc4)CC3)cc2c1 (configuration not stated) | 0.9 | -6 | 22 | 1 | -3 | 4 | 10 | 2 | 4 |
| O=C(COc1ccccc1)Nc1ccc2c(c1)nc1n2CCSC1 | 0.8 | 4 | -20 | -2 | -1 | -26 | 4 | 1 | 7 |
| Cc1ccccc1-n1nnnc1SCC(=O)Nc1ccc(S(=O)(=O)N2CCCC2)cc1 | 0.9 | -3 | 1 | 6 | -3 | -6 | 7 | 4 | 9 |
| COc1cc(NS(=O)(=O)c2ccc(NS(=O)(=O)c3ccccc3)cc2)nc(OC)n1 | 0.9 | 2 | -4 | 8 | 2 | -3 | 5 | 5 | 11 |
| Clc1ccccc1Cn1nnc2c(Nc3ccccc3)ncnc21 | 1.1 | -7 | 1 | 4 | -4 | -17 | 4 | -6 | 6 |
| COc1cc(NC(=O)c2ncn[nH]2)cc(OC)c1OC | / | 4 | 16 | 4 | -12 | 0 | 4 | 1 | 4 |
| Cc1nnc(SCCn2c(N3CC(C)CC(C)C3)nc3c2c(=O)n(C)c(=O)n3C)s1 (configuration not stated) | 0.9 | -9 | 22 | -7 | 3 | 1 | -1 | -3 | -6 |
| COc1ccccc1-n1c(SCC(=O)O)nnc1-c1ccc(S(=O)(=O)N2CCCCC2)cc1 | 1 | -2 | 27 | 1 | -1 | -9 | 2 | 0 | 7 |
| CC1CCN(C(=O)CN(C)S(=O)(=O)c2cccc3nsnc23)CC1 | 0.9 | 0 | 6 | 4 | -6 | -1 | 4 | 8 | 8 |
| CCOC(=O)c1cccc(NC(=O)CSc2nnnn2C)c1 | 0.9 | -6 | -7 | -4 | -1 | -5 | 5 | 6 | 14 |
| CCCC1CC(C)(C(=O)Cn2[nH]c(=O)ccc2=O)OC1=O (configuration not stated) | 0.9 | 3 | 12 | 4 | 3 | 6 | -4 | 3 | 2 |
| COc1ccc(OC)c(S(=O)(=O)NCc2cn3cccc(C)c3n2)c1 | / | -3 | -8 | -16 | 0 | 13 | 6 | 5 | 12 |
| CC(C)CC1(C)NC(=O)N(CC(=O)NC(=O)Nc2ccc3c(c2)OCCO3)C1=O (configuration not stated) | 1 | / | 13 | 10 | / | -12 | / | 3 | -3 |
| COc1cccc(N2CC(C(=O)NC3CCCCC3)CC2=O)c1 (configuration not stated) | 0.9 | -6 | 26 | 7 | -10 | 0 | 5 | 6 | 8 |
| O=C(O)C1CCCN1c1ncnc2c1oc1ccccc12 (configuration not stated) | 0.9 | -1 | -21 | 3 | -2 | -8 | 2 | 1 | 6 |
| Cc1cc2c(c(=O)n1Cc1cccnc1)C(Cc1ccccc1)C(C#N)=C(N)O2 (configuration not stated) | 1 | 3 | -13 | 15 | 4 | 9 | -2 | -2 | 0 |
| Cn1c(=O)cc(OCCCC(=O)N2CCN(c3ccccc3)CC2)c2ccccc21 | 0.9 | -2 | 1 | -2 | -2 | -16 | 8 | 2 | 9 |
| CCn1cc(S(=O)(=O)CC(=O)Nc2cccc(C)c2)c2ccccc21 | 0.9 | -13 | 8 | -10 | 1 | -3 | 4 | 2 | -1 |
| Cc1ccc2nc(C)cc(OCC(=O)O)c2c1 | 0.9 | -4 | 7 | 21 | -2 | -5 | -2 | -11 | -4 |
| Nc1nc2sc3c(c2cc1C(=O)N1CCOCC1)CCCC3 | 1 | -2 | -11 | 15 | -9 | -7 | 6 | -51 | 7 |
| CN1C(=O)C(O)(CC(=O)c2ccccc2O)c2cc(Br)ccc21 (configuration not stated) | 0.9 | 1 | -1 | 7 | 2 | -9 | 3 | 2 | 0 |
| CCCn1c(NCc2cc(OC)ccc2OC)nc2ccccc21 | 0.9 | 4 | -9 | 14 | 1 | -4 | 0 | -4 | -1 |
| CCOc1ccc(C(=O)Nc2c3c(nn2-c2ccc(F)cc2)CS(=O)C3)cc1 (configuration not stated) | 0.9 | 2 | -6 | 19 | 3 | -2 | -1 | 3 | -1 |
| CN1CCN(S(=O)(=O)c2ccc(Cc3ccc(S(=O)(=O)N4CCN(C)CC4)cc3)cc2)CC1 | 0.9 | 3 | 2 | 8 | 4 | -21 | 4 | 2 | 4 |
| CC(=O)CC(=O)Nc1cccc2c1CCCC2 | 1 | 6 | 6 | 8 | -5 | 3 | -6 | -1 | -6 |

Arranged by molar mass (lowest first): some entries from above.
| SMILES | TNAP act DEA | Jurkat tox 60K | MKP-1 inh | HEK293 NFkB inh | JNK3 inh | Cdc25B inh | ROCK2 blocker | MMP-13 inhibitor | PKA kinase inh |
| --- | --- | --- | --- | --- | --- | --- | --- | --- | --- |
| CC(=O)CC(=O)Nc1cccc2c1CCCC2 | 1 | 6 | 6 | 8 | -5 | 3 | -6 | -1 | -6 |
| O=C(COc1ccccc1)Nc1ccc2c(c1)nc1n2CCSC1 | 0.8 | 4 | -20 | -2 | -1 | -26 | 4 | 1 | 7 |
| Cc1cc2c(c(=O)n1Cc1cccnc1)C(Cc1ccccc1)C(C#N)=C(N)O2 (configuration not stated) | 1 | 3 | -13 | 15 | 4 | 9 | -2 | -2 | 0 |
| CCOc1ccc(C(=O)Nc2c3c(nn2-c2ccc(F)cc2)CS(=O)C3)cc1 (configuration not stated) | 0.9 | 2 | -6 | 19 | 3 | -2 | -1 | 3 | -1 |
| CC(C)CC1(C)NC(=O)N(CC(=O)NC(=O)Nc2ccc3c(c2)OCCO3)C1=O (configuration not stated) | 1 | / | 13 | 10 | / | -12 | / | 3 | -3 |
| CCc1ccc2[nH]c(=O)c(C(c3nnnn3CCOC)N3CCN(c4ccc(F)cc4)CC3)cc2c1 (configuration not stated) | 0.9 | -6 | 22 | 1 | -3 | 4 | 10 | 2 | 4 |
| CN1CCN(S(=O)(=O)c2ccc(Cc3ccc(S(=O)(=O)N4CCN(C)CC4)cc3)cc2)CC1 | 0.9 | 3 | 2 | 8 | 4 | -21 | 4 | 2 | 4 |
